Screening data from PubChem BioAssay.
mcGAS MS inh: inhibitors of Mus musculus cyclic GMP-AMP synthase, initial high-throughput assay, cell-free, RapidFire MS. recombinant mouse cGAS, cGAMP by RapidFire MS. actives 0.18% (n = 130,000). Q8C6L5. inhibition, % at 12.5 µM;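 active = inhibition of cGAS enzyme activity at or above 60%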;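 note: enzyme stimulated by 45 bp dsDNA with ATP and GTP substrates; cGAMP share of summed cGAMP plus half ATP and half GTP signals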
Target sequence (Q8C6L5 whole entry, looked up): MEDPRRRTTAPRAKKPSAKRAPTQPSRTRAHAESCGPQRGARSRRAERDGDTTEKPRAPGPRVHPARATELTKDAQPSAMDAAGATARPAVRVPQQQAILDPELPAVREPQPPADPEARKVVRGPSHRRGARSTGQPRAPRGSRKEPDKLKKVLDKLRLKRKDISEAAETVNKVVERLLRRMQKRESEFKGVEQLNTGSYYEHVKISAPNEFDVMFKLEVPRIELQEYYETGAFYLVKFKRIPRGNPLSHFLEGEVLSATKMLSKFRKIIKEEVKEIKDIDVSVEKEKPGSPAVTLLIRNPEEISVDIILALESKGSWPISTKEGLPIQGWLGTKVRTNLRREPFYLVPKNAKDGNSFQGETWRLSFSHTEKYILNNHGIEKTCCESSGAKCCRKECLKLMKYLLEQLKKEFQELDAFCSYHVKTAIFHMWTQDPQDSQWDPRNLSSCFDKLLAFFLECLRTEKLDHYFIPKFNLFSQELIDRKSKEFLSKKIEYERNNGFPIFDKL
The depositor's hits bear a star; & = joins results of further samples.

mcGAS MS inh	SMILES
-5.3	Cn1c(=NC(=O)c2ccc3ccccc3n2)sc2ccccc21
-1.1	CN(C(=O)CCn1c(=O)oc2cc(Cl)ccc21)c1ccccc1
-12.9	COC(=O)c1sc2ccccc2c1CNS(=O)(=O)N(C)C
-2.7	Cc1ccn2c3c(nc2c1)CNC(=O)CC3c1cccc2nonc12 (centres undefined)
16.4	CN1CCN(C(=O)CCNC(=O)C(C)(C)C)c2nc3ccccc3nc21
-4.3	CCN1CCC(Cc2nn3c(C4CCCC4)nnc3s2)CC1
-6.1	Cc1occc1-c1nnc(SCC(=O)c2cc(C)n(C)c2C)n1C
-7.7	Cc1ccc(O)c(C(=O)N(C)Cc2ccccc2C(F)(F)F)c1
-2.2	O=C(CN1CSCC1=O)N1CCN(S(=O)(=O)c2cccs2)CC1
1.6	Cc1ccc(CN2CCNC(=O)CC2c2cccc(F)c2)s1 (centres undefined)
-19.7	O=C(O)Cn1ccnc1-c1ccccc1
-12.2	Cc1cc(N2C(=O)c3oc4ccc(F)cc4c(=O)c3C2c2cccc(Cl)c2)no1 (centres undefined)
-3.1	COc1cccc(COC2CCCN(C(=O)Nc3ccc(C)cc3)C2)c1 (centres undefined)
-15.4	Cc1ccc(Nc2nc(N)nc(Cn3nnc(-c4ccc(C)cc4)n3)n2)cc1
3.3	Cc1cc(=O)[nH]c(-c2cccc(NC(=O)CCN3CCN(c4ccccc4)CC3)c2)n1
11.1	Cc1ccn2c(=O)c(NC(=O)c3ccc(-c4ccccc4)cc3)c(C)nc2c1
-10.9	COc1ccc(C=NS(=O)(=O)CCc2ccccc2)c(OC)c1
-2.7	O=[N+]([O-])c1cc(S(=O)(=O)N2CCOCC2)ccc1Sc1ccc(Br)cc1
5.2	COc1cccc(-n2cnnc2SC(C)C(=O)N(C(C)C)C(C)C)c1 (centres undefined)
-6.1	Cn1nc(C(=O)NCCc2ccccc2Br)ccc1=O
-4.7	Cc1ccc2c(c1)SC(C)C(=O)N2Cc1ccccc1C (centres undefined)
-6.3	O=C(NCCc1ccc2c(c1)OCCO2)C12CC3CC(CC(Cl)(C3)C1)C2
-2.5	COc1ccc2cc(-c3[nH]ncc3CN(C)Cc3nonc3C)ccc2c1
-8.6	CN(Cc1cc2c(cc1Cl)OCO2)CC1CCCCO1 (centres undefined)
-9.3	CC1CC(C)CN(c2ccccc2C(C)(C)C)C1 (centres undefined)
0.5	CCn1nc(CN)c2ccccc21
-12.6	CN(C)C(=O)CSc1nc(-c2cccs2)cc(C(F)(F)F)c1C#N
-15.5	Cc1ccc(C)c(OC(C)C(=O)NCc2snnc2C(C)C)c1 (centres undefined)
0.7	Cc1ccc(C(=O)N2CCOCC2)c(C2CCN(C(=O)OCc3ccccc3)CC2)n1
-3.1	Cc1cccc(Oc2ncccc2NC(=O)N(C)CC2CCCO2)c1C (centres undefined)
-18.3	CCOc1ccc2nc(S(=O)(=O)NC(=O)C3(C)CCN3C(=O)c3cccc(F)c3)sc2c1 (centres undefined)
-4.8	COC[C@H](N)C(=O)Nc1cccc(NC(=O)Cc2ccccc2)c1
-2.0	N#CCCC(C#N)CSc1nnc(-c2ccc(Cl)cc2)o1 (centres undefined)
-5.9	O=C(Cn1nnc(-c2cccs2)n1)NCc1cccs1
-7.2	O=C(CC1CSc2nc3c(c(=O)n21)CCCC3)N1CCN(Cc2ccccc2)CC1 (centres undefined)
-5.7	NC(C(=O)O)C(O)C(F)(F)F (centres undefined)
4.2	Cc1nn(C)c(Cl)c1C(=O)NCC(F)(F)F
-14.7	Cc1ccc(F)cc1NC(=O)CSCc1ccc(F)cc1
-6.0	COc1ccc(CC(C(=O)Nc2ccc(I)cc2)C(C)C(=O)O)cc1 (centres undefined)
-0.8	c1csc(-c2nnc(COc3ccc(-n4cnnn4)cc3)o2)c1

Continued, starting with the last 2 of the part before.
mcGAS MS inh	SMILES
-6.0	COc1ccc(CC(C(=O)Nc2ccc(I)cc2)C(C)C(=O)O)cc1 (centres undefined)
-0.8	c1csc(-c2nnc(COc3ccc(-n4cnnn4)cc3)o2)c1
-2.5	CCS(=O)(=O)NC(=O)C1(C)CCN1C(=O)Cc1ccc(-c2ccccc2)cc1 (centres undefined)
-5.7	CN(C)S(=O)(=O)c1ccc(S(=O)(=O)N2CCCCC2)cc1
-1.8	Cc1ccc(C2c3cccn3CCN2C(=O)Nc2cccs2)cc1 (centres undefined)
5.4	O=C1C=CC(=O)C2=C1C1c3ccccc3C2c2ccccc21
-15.9	Cc1ccc(C2=NN(C(=O)Cn3nc(C)c(C)c(C#N)c3=O)C(c3ccco3)C2)o1 (centres undefined)
-9.9	CCC(C)NCc1ccc(OC)c(OC)c1 (centres undefined)
-13.2	O=C(NCc1ccccc1N1CCCC1)N1CCCC1c1ccccn1 (centres undefined)
-28.2	CN(C)CCN(Cc1ccccc1)C(=O)c1ccc(Cl)c(N2CCCC2=O)c1
5.8	Cc1ccc(S(=O)(=O)Nc2ccccc2N2CCCCC2)c(C)c1OCC(=O)O
-8.5	Cc1ccc(Cn2c(C)c(C(=O)N(C)Cc3ccc(F)cc3)sc2=O)cc1
-5.4	Cc1cccc(NC(=O)COc2cc(C(C)(C)C)nn2-c2nc(C)cc(C)n2)c1
-8.3	Cc1noc(C(C)N2CCC(N(C)Cc3noc(C)n3)C2)n1 (centres undefined)
5.8&9.5&36.3	Cc1cc(N)c2ccccc2[n+]1CCCCCCCCCC[n+]1c(C)cc(N)c2ccccc21
-3.3	Cc1cc(NC(=O)Cc2ccccc2O)ccc1N(C)C
5.7	O=C1C(O)=CC2(c3cccc(Cl)c3Cl)Nc3ccccc3N12 (centres undefined)
0.1	COc1cc(Cl)ccc1OCc1cc(C(=O)N(C)CCc2c(C)n[nH]c2C)no1
-1.6	CCc1cc2c(SCc3cc(=O)n4cc(Br)ccc4n3)ncnc2s1
-31.1	Cc1ccc(C)c(S(=O)(=O)CCSc2nnnn2C2CC2)c1
1.1	O=C(/C=C/c1cn(S(=O)(=O)c2cccc(C(F)(F)F)c2)c2ccccc12)NCCCO
-5.7	COc1cccc(CCC2CCCN(Cc3nccs3)C2)c1 (centres undefined)
-10.9	CCN1CCCn2c1nc1c2c(=O)n(Cc2ccccc2F)c(=O)n1C
-13.0	CCOc1ccc(-n2c(O)c(C3=c4ccccc4=NC3=O)sc2=O)cc1
-5.6	CC(SC(F)(F)F)C(=O)NCc1nnc2ccccn12 (centres undefined)
-1.5	Cc1ccc2nc(CSc3nnnn3C3CC3)cn2c1
-2.4	O=C(c1ccccc1Cl)N1CCCC(OCCOc2ccccc2)C1 (centres undefined)
-1.8	CCN1CC(C)C(NS(=O)(=O)c2ccc3c(c2)COC3)C1 (centres undefined)
-14.5	CN(C)C(CNC(=O)N1CCCC(c2nncn2C)C1)c1ccco1 (centres undefined)
-1.6	CNc1cncc(-c2ccccc2O)n1
-2.7	O=C(O)Cc1ccc(NC(=O)c2cccc(Br)c2)cc1
-15.8	Cn1c(=O)c2c(nc(CN3CCN(c4ccccc4)CC3)n2CCCO)n(C)c1=O
-2.9	O=c1cc(CSc2nnc(-c3cccnc3)o2)nc2sccn12
7.2	Cc1cnn(C(C)CNC(=O)c2cc(Cn3ccc4ccccc43)[nH]n2)c1 (centres undefined)
-13.0	CN1C[C@@H](N)C[C@H]1C(=O)NCC1CCN(CCc2ccccc2)CC1
-7.2	CC(=O)Nc1ccc(N2C(=O)CSC2c2ccc3c(c2)OCO3)cc1 (centres undefined)
-11.0	CC(=O)C(C)n1c(CN2CCN(Cc3ccccc3)CC2)nc2c1c(=O)[nH]c(=O)n2C (centres undefined)
-2.0	CNC(=S)Nc1ccc(Oc2ccc(NC(=S)NC)cc2)cc1
0.1	Cc1c(C(=O)NC2CC2)sc(=O)n1CC(=O)N(C)C
0.5	CN(C)C(CNC(=O)c1ccc(-n2cc[nH]c2=S)cc1)Cc1ccccc1 (centres undefined)
-4.0	CC(C)COC1CCN(C(=O)C2CCN(C)C(=O)C2)CC1 (centres undefined)
-4.7	Cc1csc(CN(C)C(=O)CC(c2ccccc2)c2ccc3c(c2)OCO3)n1 (centres undefined)
-7.3	Cc1[nH]c(=O)n(C(C)(C)C)c(=O)c1Br
0.6	Cc1ccc(F)cc1NC(=O)Cn1c2ccccc2c(=O)c2ccccc21
-11.1	COCC(NC(=O)c1cc(NC(C)=O)ccc1Cl)c1ccccn1 (centres undefined)
-10.1	NC(=O)CSc1cn(Cc2ccccc2)c2ccccc12
-5.1	COc1ccc(CCN2CCN(C(C)c3nnc(CC(C)C)o3)CC2)cc1 (centres undefined)
-10.0	O=C(Nc1ccnn1C1CCN(C(=O)Cc2c(F)cc(F)cc2F)CC1)C1CCOC1 (centres undefined)
-27.4	CC(NC(C)c1ccccc1Br)c1nc(N)nc(N(C)C)n1 (centres undefined)
-3.2	CN(CCCOc1ccccc1)C(=O)CSCc1ncc[nH]1
-4.2	COC(=O)CON1C(=O)CN(C(=O)c2ccccc2)C1c1cccc([N+](=O)[O-])c1 (centres undefined)
-8.6	COc1ccc(OC)c2sc(N(CCN3CCOCC3)C(=O)c3ccc(Cl)s3)nc12
-5.4	Cc1ccc(C)c(Cn2c(N3CCN(Cc4ccc(Cl)cc4)CC3)nc3c2c(=O)[nH]c(=O)n3C)c1
-1.8	CCCCCN1CCN(c2nc3c(c(=O)[nH]c(=O)n3C)n2Cc2ccccc2F)CC1
0.9	Cc1cc(C(=O)Nn2cnnc2)cs1
-15.4	COc1ccc(COn2c(=O)c(-c3ccc(OC)cc3OC)[n+]([O-])c3ccccc32)cc1
-5.1	CSc1nn(C)c(N)c1C#N
-5.3	Cc1cccc(C2=NOC(C)C(=O)N2Cc2ccncc2)c1 (centres undefined)
-46.6	COc1nc2c(cc1C(=O)N1CCC(O)(c3ccc(C)cn3)CC1)CCC2
-12.9	Cc1csc(C2(NS(=O)(=O)c3ccc(F)c(C)c3)CCC2)n1
-15.4	CN1CCN(C(=O)C=Cc2cccs2)CC1
-18.7	O=C(c1cccnc1-n1cccn1)N1CCCCCC1

A few values from above:
Reading of `CC(NC(C)c1ccccc1Br)c1nc(N)nc(N(C)C)n1` (centres undefined) under mcGAS MS inh: -27.4
Reading of `Cc1csc(C2(NS(=O)(=O)c3ccc(F)c(C)c3)CCC2)n1` under mcGAS MS inh: -12.9
Reading of `O=C(c1cccnc1-n1cccn1)N1CCCCCC1` under mcGAS MS inh: -18.7
Reading of `CN1CCN(C(=O)C=Cc2cccs2)CC1` under mcGAS MS inh: -15.4
Reading of `COCC(NC(=O)c1cc(NC(C)=O)ccc1Cl)c1ccccn1` (centres undefined) under mcGAS MS inh: -11.1
Reading of `NC(=O)CSc1cn(Cc2ccccc2)c2ccccc12` under mcGAS MS inh: -10.1
Reading of `CSc1nn(C)c(N)c1C#N` under mcGAS MS inh: -5.1

Other records
mcGAS MS inh	SMILES
-10.3	CC(C)(CNC(=O)c1ccccc1O)N1CCc2ccccc2C1
-11.6	COc1ccc(OC)c(NC(=O)COC(=O)c2cnc3ccccc3n2)c1
-7.3	O=S(=O)(c1cccc(Cl)c1Cl)N1CCSc2ccccc21
-11.2	Cc1ccc(CC(=O)OC(C)C(=O)NC(C)(C)C)cc1C (centres undefined)
-6.7	COc1ccc(-c2[nH]nc3c2C(c2cccnc2)C(C#N)C(=N)O3)cc1 (centres undefined)
-7.3	O=C(Cc1ccccc1)NC(NC1=NCCS1)(C(F)(F)F)C(F)(F)F
20.1	CC1ON=C(c2ccc3c(c2)CCO3)N(Cc2ccccc2F)C1=O (centres undefined)
-5.7	O=C(O)c1nn(CCOc2cccc(Br)c2)c(=O)c2ccccc12
-18.9	Cc1ccc(C2(C)NC(=O)NC2=O)c(C)c1 (centres undefined)
-2.3	Cc1cc(/C=N\N2CCN(C)CC2)c(C)n1CC(F)(F)F
-6.4	CCCC(C(=O)N1CCN(c2nc(C)cnc2C)CC1)n1cccc1 (centres undefined)
-9.1	CC(C)(C)OC(=O)N1CC(OCC(=O)N2CCCC2c2cccc3c2OCCO3)C1 (centres undefined)
-3.9	COc1ccc(CNC(=O)CC(=O)Nc2ccc(C)cc2)c(OC)c1
-4.8&-0.1	COc1cc2c(cc1OC)CN(C1CCCN(Cc3cccc4cnccc34)C1)CC2 (centres undefined)
-7.4	Cc1ccc(C2CC(c3ccc4c(c3)OCO4)Nc3nnnn32)cc1 (centres undefined)
-4.5	COc1cccc(-c2[nH]nc3c2C(c2ccc(O)c(C)c2)CC(=O)N3)c1 (centres undefined)
-15.6	Cc1nc2ccc(Cl)cn2c(=O)c1NC(=O)C1CC1
-10.4	COc1cc(C2(C)NC(=O)N(CN(C)Cc3ccccc3)C2=O)cc(OC)c1OC (centres undefined)
-12.5	CCS(=O)(=O)CCn1cc(NC(=O)CCc2ccc(C)cc2)cn1
-7.9	CN(C)C1=NC2(CCN(Cc3cc4n(n3)CCNC4)CC2)C(=O)N1
-8.4	C=C(C)COc1ccccc1C(=O)NCc1nc(C)cc(=O)[nH]1
-3.6	O=C1NCCCCC1NC(=O)C1CC1c1cccc(Br)c1 (centres undefined)
15.8	O=C(O)c1noc(-c2cc(F)ccc2F)n1
-6.6	CC1(C)CC(=O)c2cc3c(N)c(C(=O)Nc4ccccc4[N+](=O)[O-])sc3nc2C1
-11.6	O=C(CSc1nnc(-c2ccccc2)n1-c1ccccc1)N/N=C\c1ccccc1[N+](=O)[O-]
-1.0	Cc1cccc(C)c1NC(=O)CSc1nnc(C)n1-n1cccc1
-13.6	COc1ccc(F)c(CN2CCCC3(CCN(C(=O)CCc4n[nH]c(C)c4C)C3)C2)c1 (centres undefined)
7.1	COCC1(C)NC(=O)N(CC(=O)N(C)Cc2ccsc2)C1=O (centres undefined)
-2.6	CCCC12C3C4C1C1C2C3C41C(=O)O (centres undefined)
2.3	Cc1[nH]n(-c2ccccc2)c(=O)c1C=Nc1nn[nH]n1
-8.3	CCOc1ncccc1CN1CCCC(C(=O)Nc2ccc(OC)c(Cl)c2)C1 (centres undefined)
-8.7	Cc1cc(C)n(-c2ccc(F)cc2CN2CCC(CO)(Cc3ccccc3)CC2)n1

A second format for 4 compounds above.
> Cc1[nH]n(-c2ccccc2)c(=O)c1C=Nc1nn[nH]n1
  mcGAS MS inh = 2.3
> CCOc1ncccc1CN1CCCC(C(=O)Nc2ccc(OC)c(Cl)c2)C1 (centres undefined)
  mcGAS MS inh = -8.3
> O=C(O)c1noc(-c2cc(F)ccc2F)n1
  mcGAS MS inh = 15.8
> COc1ccc(F)c(CN2CCCC3(CCN(C(=O)CCc4n[nH]c(C)c4C)C3)C2)c1 (centres undefined)
  mcGAS MS inh = -13.6

An excerpt, so the mix of outcomes need not match the whole.
